IDE cell inh – inhibitors of human insulin-degrading enzyme in cells | P14735 | HEK cells, FAbetaB cleavage, fluorescence polarization | inhibition, % at 5.59 µM | 0.41% of 320,000 active | AID 434962;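 active = percent inhibition above the average of all tested compounds plus 3 SD, set per screening campaign, cut at about 16% in these data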;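 note: IDE supplied by intact live HEK cells; FP after avidin binding of uncleaved biotin substrate so inhibition keeps polarization high; 0% = DMSO wells and 100% = 60 µM reference IDE inhibitor Ii1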
CHRM5 PAM – positive allosteric modulators of human muscarinic M5 receptor. AID 624038. CHO-K1 hM5, Fluo-8 calcium, ACh EC20 PAM; 0% = ACh EC20, 100% = ACh EC100. P08912. 0.3% of 360,000 active. activation, % at 3 µM;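 active = activation above the run cutoff, the mean activation of all test compounds plus 3 SD, cut at about 18% in these data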
Target sequence (P08912 whole entry, looked up): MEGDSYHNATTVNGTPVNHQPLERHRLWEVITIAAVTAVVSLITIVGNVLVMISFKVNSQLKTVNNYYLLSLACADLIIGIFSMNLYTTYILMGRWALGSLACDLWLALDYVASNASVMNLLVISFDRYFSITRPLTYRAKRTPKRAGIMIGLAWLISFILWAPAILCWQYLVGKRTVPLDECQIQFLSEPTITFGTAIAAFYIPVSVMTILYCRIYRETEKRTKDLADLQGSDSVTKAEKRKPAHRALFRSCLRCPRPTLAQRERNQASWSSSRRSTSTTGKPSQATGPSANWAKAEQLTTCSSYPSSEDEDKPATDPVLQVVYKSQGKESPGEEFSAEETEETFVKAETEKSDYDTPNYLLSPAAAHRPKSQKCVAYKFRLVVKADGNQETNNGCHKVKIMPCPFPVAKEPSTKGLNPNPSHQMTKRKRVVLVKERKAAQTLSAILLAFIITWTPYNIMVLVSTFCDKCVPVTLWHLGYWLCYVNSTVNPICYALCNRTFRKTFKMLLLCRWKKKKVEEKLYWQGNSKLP
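Probe or stimulus: acetylcholine, EC20 level; Assay system: human M5 receptor in CHO-K1 cells; Schedule: compound preincubation 140 s before EC20 acetylcholine addition; Technique: intracellular calcium via Fluo-8 fluorescence; Dosing: single-point, 3 µM nominal; Read-out basis: percent activation from peak-over-basal fluorescence ratio, scaled EC20-to-EC100 acetylcholine; Repeats: one well per compound, no replicates.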
M4 ag – agonists of human muscarinic M4 receptor (CHRM4) | P08173 | CHO-K1 hM4/Gqi5, Fluo-8 calcium fluorescence; vehicle 0%, full acetylcholine response 100% | activation, % at 3 µM | 0.14% of 360,000 active | AID 624127;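 active = activation above the run mean over all test wells plus 3 SD, cut at about 32% in these data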;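 note: peak over basal fluorescence ratio per well then scaled between controls; 0% = DMSO wells and 100% = acetylcholine at EC100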
Target sequence (P08173 whole entry, looked up): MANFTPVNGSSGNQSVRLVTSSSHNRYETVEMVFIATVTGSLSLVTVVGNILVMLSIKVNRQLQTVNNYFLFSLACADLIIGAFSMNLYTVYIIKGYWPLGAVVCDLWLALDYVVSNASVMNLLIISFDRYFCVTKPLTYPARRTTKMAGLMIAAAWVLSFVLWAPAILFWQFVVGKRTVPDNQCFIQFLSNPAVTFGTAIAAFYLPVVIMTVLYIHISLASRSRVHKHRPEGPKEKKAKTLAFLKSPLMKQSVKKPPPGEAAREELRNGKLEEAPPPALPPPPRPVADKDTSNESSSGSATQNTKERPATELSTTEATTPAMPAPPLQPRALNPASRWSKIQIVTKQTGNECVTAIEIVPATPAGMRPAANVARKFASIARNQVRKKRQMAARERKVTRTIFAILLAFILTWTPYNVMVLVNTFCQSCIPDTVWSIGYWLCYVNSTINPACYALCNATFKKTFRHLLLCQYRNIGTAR
M4 PAM – potentiates acetylcholine response at human M4 receptor | P08173 | CHO-K1 hM4/Gqi5, Fluo-8 calcium fluorescence, ACh EC20; 0% = ACh EC20, 100% = maximal ACh | activation, % at 3 µM | 0.4% of 360,000 active | AID 624126;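 active = activation above its plate's cutoff, the mean activation of sample wells plus 3 SD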; note: some results filed as inactive read as strong as hits
CRFBP-R2 agonist – CRF-BP/CRF-R2 complex agonism; 0.46% of 350,000 active; HEK293 CRF-R2/CRF-BP, calcium dye fluorescence (FLIPR); percent of saturating CRF peptide response; AID 588473; activation, % at 13.2 µM;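 active = activation of at least 50%, plus an integration ratio under a set limit after plate pattern correction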;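 note: plate controls were neutral control wells without compound for no effect and CRF at EC100 for full effect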
CHRM5 agonist – agonists of human muscarinic M5 receptor (CHRM5) | P08912 | CHO-K1 hM5 cells, Fluo-8 calcium fluorescence; 0% DMSO wells, 100% maximal acetylcholine response | activation, % at 3 µM | 0.19% of 360,000 active;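 active = activation above the run's mean over test compounds plus 3 SD, cut at about 23% in these data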;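 note: signal is peak over basal fluorescence ratio across the kinetic read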
CRFBP-R2 block – antagonists of CRF-binding protein/CRF-R2 receptor complex. AID 588475. inhibition, % at 11.8 µM. HEK293 CRF-R2/CRF-BP, CRF-induced calcium fluorescence. 0.59% of 350,000 active;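 active = inhibition of the ligand-induced calcium signal above about 50% at the single tested concentration, limit read from the data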
M4 antag – antagonists of human muscarinic M4 receptor (CHRM4); 0.73% of 360,000 active; AID 624125; inhibition, % at 3 µM; P08173; CHO-hM4 cells, ACh EC80, Fluo-8 calcium fluorescence;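 active = inhibition above its plate's cutoff, the mean inhibition of sample wells plus 3 SD, cut at about 27% in these data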;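 note: 0% = acetylcholine EC80 with DMSO and 100% = DMSO without agonist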
CHRM5 antagonist – CHRM5 antagonism in calcium assay; P08912; CHO-hM5 cells, Fluo-8 calcium fluorescence, ACh EC80; inhibition, % at 3 µM; 0.59% of 360,000 active; AID 624040;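 active = inhibition above a per-plate cutoff, the mean of that plate's test compounds plus 3 SD, cut at about 27% in these data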;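 note: 0% = acetylcholine EC80 with DMSO and 100% = DMSO without agonist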
Numbers without * were called inactive; . = not tested or not shown.

IDE cell inh | CHRM5 PAM | M4 ag | M4 PAM | CRFBP-R2 agonist | CHRM5 agonist | CRFBP-R2 block | M4 antag | CHRM5 antagonist | structure
-5 | -3 | 3 | 2 | 0.5 | 2 | -29 | 7 | 0 | Cn1cccc1C(C(=O)NC1CCCCC1)N(C(=O)Cc1cccs1)C1CC1 (configuration not stated)
1 | 9 | 1 | 6 | 0.9 | -1 | -4 | -3 | 11 | O=C(NCC1CCCO1)c1ccc2c(=O)n(Cc3ccc(Cl)cc3)c(=S)[nH]c2c1 (configuration not stated)
0 | 7 | 1 | 8 | -0.6 | -5 | 7 | 2 | 0 | Nc1ncc(Br)cc1S(=O)(=O)NCCC(=O)N1CCN(c2ncccn2)CC1
2 | 2 | 3 | -8 | 0.9 | -5 | 9 | 1 | 8 | CCOC(=O)C1CCN(c2cc(C)nc3ccc(OC)cc23)CC1
-3 | 2 | 0 | 8 | -0.4 | 1 | 4 | -5 | 6 | CCC(=O)c1ccc(OCc2ccc(C(=O)OC)cc2)c(OC)c1
. | 3 | 0 | 1 | -0.9 | 1 | 2 | -5 | 5 | COc1ccc(/C=C2\SC(=S)N(CC(=O)OCC(=O)Nc3ccc([N+](=O)[O-])cc3OC)C2=O)cc1
1 | -4 | 1 | 5 | -0.8 | -6 | 0 | 4 | 12 | CCn1nc(NS(=O)(=O)c2ccc(C)cc2)c2cc3ccccc3nc21
6 | -2 | 1 | 8 | -1.7 | -2 | 13 | -11 | 1 | CC(=O)Nc1ccc2c(c1)OCCO2
-3 | -2 | 0 | -1 | -0.6 | -1 | 0 | 11 | -3 | COc1ccc(OCCOCCN2CCc3ccccc3C2)cc1
-2 | 17 | 1 | 13 | 1.7 | 3 | 4 | -8 | -8 | Cc1nc2cc(C)c(C)cc2s1
-2 | 12 | 1 | 7 | 2.7 | 1 | -7 | -2 | 2 | O=C(Nc1cccc(Cl)c1)c1nc[nH]c1C(=O)NCc1ccccc1
-1 | -5 | 2 | -5 | -0.1 | -5 | 10 | -2 | 11 | COc1ccc(CN2CCNC(=O)C2CC(=O)NC2CCCC2)c(C)c1C (configuration not stated)
-3 | -13 | 4 | -10 | 3.5 | -7 | -14 | 1 | 12 | Cc1ccc(C2(c3noc(CN4CCC(c5ccncc5)CC4)n3)CCCC2)cc1
. | -5 | 1 | 5 | . | 2 | . | -14 | 4 | Cc1ccc(S(=O)(=O)NC(=O)C2(C)CCN2C(=O)Cc2ccc(Cl)cc2Cl)nc1 (configuration not stated)
-2 | -2 | 0 | 4 | -3.5 | 1 | -16 | -1 | 0 | Cn1c(=O)oc2cc(S(=O)(=O)NCCCN3CCCC3=O)ccc21
3 | -6 | 2 | -1 | 5.6 | -2 | -15 | 15 | 8 | Cn1c(CSc2nc3ccccc3s2)nnc1SCC(=O)NCCN1CCOCC1
-2 | -9 | -2 | 2 | 1.2 | -3 | -10 | 2 | 4 | Cc1cccc(OCCCC(=O)N2CCCc3ccccc32)c1C
1 | 5 | 1 | 2 | -1.6 | -3 | 0 | -1 | 5 | COCCCN(CC(=O)O)S(=O)(=O)c1cccc(Cl)c1
1 | 5 | 2 | 20 | 2.5 | -1 | -2 | -6 | -8 | CCCC(=O)NCCc1cc2ccc(OC)cc2[nH]c1=O
4 | -2 | 2 | -6 | -0.1 | -5 | 4 | 10 | 3 | O=C(NCCN1CCCCCC1)C1CCC(CNS(=O)(=O)c2cccc3cccnc23)CC1 (configuration not stated)
4 | 2 | -1 | 1 | 0.1 | -3 | 11 | -4 | -14 | O=C(Nc1ccccc1N1CCCC1)c1cc(Cl)ccc1Cl
. | -6 | 2 | 3 | -1.1 | 3 | 10 | -3 | 6 | Nc1cc(N)nc(SCc2ccccc2Cl)n1
4 | -7 | 0 | 4 | 2.1 | -3 | -13 | 5 | 7 | COc1ccc(-c2csc3ncnc(N4CCN(c5cccc(C)c5C)CC4)c23)cc1
9 | 2 | 0 | -1 | 1.5 | 3 | -5 | 2 | 7 | Cc1ccc(C(=O)NC(=S)N2CCN(C(=O)OC(C)(C)C)CC2)cc1Br
3 | -5 | 1 | 6 | -0.5 | 3 | 4 | 1 | -5 | CCC(CC)NC(=O)CCc1nc2ccccc2c(=O)[nH]1
0 | -2 | 2 | 0 | 0.3 | -4 | 3 | 2 | -4 | COc1ccccc1OCC(=O)N1CC2(C)CC1CC(C)(C)C2 (configuration not stated)
-1 | -2 | 0 | -3 | 2.0 | 0 | 3 | 9 | 9 | COc1ccc(OC)c(S(=O)(=O)Nc2cc3c4c(c2)C(C)C(=O)N4CCC3)c1 (configuration not stated)
5 | 1 | -3 | 6 | -1.1 | 0 | 2 | 11 | -4 | CCCCOc1ccccc1NC(=O)c1ccco1
9 | -3 | 2 | -4 | 0.6 | -2 | -5 | -1 | -2 | Cn1ncc(Cl)c1C(=O)N1CCC(Cc2ccccc2)CC1
-2 | -1 | 0 | -2 | -3.2 | -1 | 9 | 11 | 8 | CCOc1ccc2c(=O)c(-c3ccc4c(c3)OCCCO4)c(C)oc2c1
3 | -6 | 20 | -16 | 0.1 | 3 | -20 | 7 | 14 | O=C(CCN1C(=O)/C(=C/c2cccs2)SC1=S)Nc1cccc(O)c1
-1 | -11 | 1 | 15 | -1.0 | 2 | -5 | -15 | 8 | O=c1c2ccccc2oc2ccc(-c3ccc4cc[nH]c4c3)cc12
. | -13 | 3 | -3 | -1.1 | -4 | 1 | -7 | 15 | COc1ccc(C(=O)Nc2ccccc2C(=O)N2CCN(c3ccccc3)CC2)cc1
9 | -2 | 0 | -5 | 0.4 | 1 | -33 | 1 | -2 | CC(C)[C@H](NC(=O)c1ccccc1F)C(=O)Nc1nc2c(s1)CCCC2
2 | -8 | -1 | 5 | 0.0 | 0 | 12 | 2 | 9 | CCOc1ccc(N=C(NC#N)SC)cc1
1 | 0 | 3 | 6 | -0.1 | -2 | 19 | -1 | -6 | O=C(C1CC1)N1CCc2cc(S(=O)(=O)NCCCN3CCCCC3)ccc21
-2 | -8 | 2 | -2 | -3.1 | 0 | 0 | 4 | 1 | COc1cc(OC)cc(C(=O)NNC(=O)c2nn(C)c(=O)c3ccccc23)c1
-3 | -7 | 5 | -6 | 0.0 | -2 | -1 | -2 | 1 | CC(=O)N1CCc2cc(Br)cc(S(=O)(=O)N3CCc4ccccc43)c21
0 | 3 | 1 | -7 | -1.7 | 1 | 8 | 1 | -1 | CSCCC(NS(=O)(=O)c1ccc(C)cc1)C(=O)NC1CCCCC1 (configuration not stated)
6 | 3 | 1 | 6 | 0.4 | 3 | -2 | 1 | -8 | Cc1cccc(C(C)C)c1NC(=O)CN1C(=O)NC(Cc2ccccc2)C1=O (configuration not stated)

Five entries from above, with values under each structure:
Under each structure: IDE cell inh | CHRM5 PAM | M4 ag | M4 PAM | CRFBP-R2 agonist | CHRM5 agonist | CRFBP-R2 block | M4 antag | CHRM5 antagonist
> CCOc1ccc2c(=O)c(-c3ccc4c(c3)OCCCO4)c(C)oc2c1
→ -2 | -1 | 0 | -2 | -3.2 | -1 | 9 | 11 | 8
> COc1ccccc1OCC(=O)N1CC2(C)CC1CC(C)(C)C2 (configuration not stated)
→ 0 | -2 | 2 | 0 | 0.3 | -4 | 3 | 2 | -4
> CC(=O)N1CCc2cc(Br)cc(S(=O)(=O)N3CCc4ccccc43)c21
→ -3 | -7 | 5 | -6 | 0.0 | -2 | -1 | -2 | 1
> CSCCC(NS(=O)(=O)c1ccc(C)cc1)C(=O)NC1CCCCC1 (configuration not stated)
→ 0 | 3 | 1 | -7 | -1.7 | 1 | 8 | 1 | -1
> O=c1c2ccccc2oc2ccc(-c3ccc4cc[nH]c4c3)cc12
→ -1 | -11 | 1 | 15 | -1.0 | 2 | -5 | -15 | 8

Further entries.
IDE cell inh | CHRM5 PAM | M4 ag | M4 PAM | CRFBP-R2 agonist | CHRM5 agonist | CRFBP-R2 block | M4 antag | CHRM5 antagonist | structure
-4 | 1 | 2 | -8 | -1.0 | -4 | 32 | 5 | 0 | Cc1noc(C)c1COC(=O)c1ccc(S(=O)(=O)N2CCCCC2)cc1
0 | -3 | 1 | -2 | -0.3 | -2 | -18 | -2 | -4 | CC/C(C)=N/Nc1cccc([N+](=O)[O-])c1
. | -5 | 2 | -1 | . | 0 | . | 4 | 3 | Cc1cc(C)c(NC(=O)C2C(=O)Nc3ccccc3C(=O)N2C(C)(C)C)c(C)c1 (configuration not stated)
-4 | -2 | 2 | -3 | 1.4 | -7 | 11 | 0 | 13 | Cc1ccc(SCC(=O)NC(=O)c2ccccc2Br)c(C)c1
-3 | -4 | 1 | 4 | -0.1 | -1 | 0 | 13 | 4 | CC(C)CSc1n[nH]c(=S)s1
0 | -3 | 1 | 2 | 2.0 | 0 | 9 | 4 | 5 | CCOC(=O)c1c(NC(=S)NC(=O)c2ccc(Cn3cc(Cl)cn3)o2)sc2c1CCCCC2
10 | -9 | 5 | -5 | 4.5 | -2 | 41 | 1 | 8 | COc1ccc(NS(=O)(=O)c2cc(NC(=O)c3cccc(OCc4c(C)noc4C)c3)ccc2OC)cc1
-4 | 3 | -1 | 2 | 2.5 | 1 | -6 | 6 | 0 | CCOC(=O)[C@H]1[C@H]2COc3ccc(Br)cc3[C@@H]2N2C(=O)c3cc(Br)ccc3NC(=O)[C@@]12C
2 | -6 | 2 | 6 | -7.9 | -1 | 0 | -5 | 8 | CC1Cc2ccccc2N1C(=O)Cc1cccs1 (configuration not stated)
0 | -4 | 1 | 12 | -0.5 | 0 | -2 | -6 | 13 | CN(C(=O)COC(=O)c1nn(C)c(=O)c2ccccc12)c1c(N)n(Cc2ccccc2)c(=O)[nH]c1=O
0 | 4 | 2 | -9 | 0.1 | -11 | -7 | 13 | 3 | COCCNC(=O)c1cccc(OC2CCN(Cc3ccccc3OC(F)F)CC2)c1
-3 | -6 | 2 | -9 | -0.7 | 1 | -22 | 4 | 2 | CCN(CC)C(=O)c1ccc2c(c1)N(Cc1ccccc1)C(=O)CS2=O (configuration not stated)
4 | 0 | 1 | -3 | -3.2 | 1 | 13 | 2 | 2 | Cc1oc(-c2ccc3c(c2)OCCO3)cc1C(=O)O
-2 | -2 | 1 | 2 | -1.3 | -1 | 13 | -3 | 7 | CC1CC(C)CN(C(=O)C(C)N2CCN(S(=O)(=O)c3cccs3)CC2)C1 (configuration not stated)
1 | 0 | 0 | 11 | 0.4 | 1 | -2 | -5 | -5 | CC1CCN(c2cc(C#N)c(C#N)cc2[N+](=O)[O-])CC1
2 | 2 | 1 | -5 | 0.1 | -6 | 0 | 14 | 11 | O=C(CN1CCC(C(=O)c2ccc3c(c2)OCCO3)CC1)NCc1ccc(F)cc1
0 | 8 | 1 | -3 | 2.1 | -5 | -11 | 7 | -10 | COc1cc(/C=N/NC(=O)Cn2nc([N+](=O)[O-])cc2C)cc(Br)c1OCc1ccccc1
4 | 2 | 1 | 10 | 1.3 | 3 | -11 | -15 | -2 | CCOc1ccc(NC(=O)CN2C(=O)NC(CCc3ccccc3)C2=O)cc1OCC (configuration not stated)
1 | -2 | 0 | -5 | 1.3 | -3 | 0 | 7 | -1 | CC(=O)N(Cc1cc(=O)[nH]c2ccccc12)c1ccccc1
1 | -5 | 0 | 11 | 0.9 | -3 | 4 | -6 | 3 | CCOC(=O)C(C)n1nc(C)c2sc3ccccc3c2c1=O (configuration not stated)

Compounds as they come; overall some 2.9% were active at least once.
